Mtb RmlCD inh = blocks M. tuberculosis RmlC and RmlD coupled enzymes. RmlC+RmlD coupled enzyme assay, percent inhibition; primary screen in compound mixtures. inhibition, % at 3.6 µM. hit rate 0.03% among 160,000. AID 1533; in the data active = inhibition mostly above about 34%, no sharp cut-off; also: some results filed as inactive read as strong as hits
Target sequence (P9WH09 whole entry, looked up): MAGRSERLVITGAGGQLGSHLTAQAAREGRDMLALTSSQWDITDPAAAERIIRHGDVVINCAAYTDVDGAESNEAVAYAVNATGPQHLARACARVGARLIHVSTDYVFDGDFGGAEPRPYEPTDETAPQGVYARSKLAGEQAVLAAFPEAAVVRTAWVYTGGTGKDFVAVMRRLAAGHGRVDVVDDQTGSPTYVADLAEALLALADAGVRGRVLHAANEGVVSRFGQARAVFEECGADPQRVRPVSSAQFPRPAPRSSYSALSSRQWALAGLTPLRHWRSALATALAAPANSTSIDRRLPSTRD
Target sequence (P9WH11 whole entry, looked up): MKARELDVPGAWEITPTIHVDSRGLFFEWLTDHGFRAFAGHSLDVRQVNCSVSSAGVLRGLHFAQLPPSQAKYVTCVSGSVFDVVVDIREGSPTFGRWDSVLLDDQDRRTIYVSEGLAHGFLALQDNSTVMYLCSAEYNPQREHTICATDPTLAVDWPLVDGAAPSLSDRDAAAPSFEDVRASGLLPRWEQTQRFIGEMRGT
M. tuberculosis GlmU = inhibition of mycobacterial GlmU enzyme – biochemical, glucosamine-1-phosphate acetyltransferase (AID 1376) | M. tuberculosis GlmU acetyltransferase enzyme assay; higher % means a stronger effect | inhibition, %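 (tested at 30 µM in the primary screen)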; hits with a dose series show IC50 in µM | hit rate 0.25% among 220,000; in the data active = inhibition above about 13%;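 also: 0% = complete reaction with vehicle and 100% = reaction without substrate; strong numbers were not always called active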
Numbers without * were called inactive; . = not tested or not shown.

SMILES	Mtb RmlCD inh	M. tuberculosis GlmU
CC(C)(C)C(=O)NC(=S)N1CCOCC1	-7	-2.5%
COc1ccc(C(=O)NCc2ccccc2)cc1Br	-3	4.6%
O=S1(=O)c2cccc3cccc(c23)N1Cc1ccc(-c2nnco2)cc1	44	-2.1%
COc1ccc(C(=O)Nc2ccccc2C(=O)O)cc1Cl	5	2.8%
CN(C)S(=O)(=O)c1ccc2c(c1)nc(CCC(=O)NCC1CCCCC1)n2C	-15	3.6%
COC(=O)c1ccc(CSc2ncnc3sc(C)c(C)c23)o1	.	-1.3%
O=C1CC(C2CCCO2)C(=O)N1c1cccc(Cl)c1 (stereo unspecified)	16	3.4%
N#C/C(=C\c1ccc(-c2ccc(C(=O)O)cc2)o1)C(=O)NCC1CCCO1 (stereo unspecified)	8	5.2%
CN1C(=S)N(c2cccnc2)C(=O)/C1=C\c1ccc(N(C)C)cc1	1	0.9%
Cc1cccc(CN2CCN(C3CCCC3)C(CCO)C2)n1 (stereo unspecified)	-1	-2.2%
Cc1cc(C)cc(N(CC(=O)NCCSCc2ccccc2)S(C)(=O)=O)c1	-7	2.6%
CN(C(=O)Cc1noc2ccccc12)c1ccccc1	.	-0.3%
Cc1ccc(NC(=O)c2ccc(NCCN)c([N+](=O)[O-])c2)cc1Cl	-4	-3.0%
COc1ccc(N(C(=O)c2cccnc2)S(=O)(=O)c2cccc([N+](=O)[O-])c2)cc1	-9	2.5%
COc1ccc(NS(=O)(=O)c2ccc(N/N=C(\C)c3ccncc3)c([N+](=O)[O-])c2)cc1	-11	-4.3%
C/C(=N/NS(=O)(=O)c1ccccc1)c1ccc(NC(=O)C2CC2)cc1	-8	-2.2%
COc1cc([N+](=O)[O-])ccc1NC(=S)Nc1cc(C(=O)OC(C)C)cc(C(=O)OC(C)C)c1	-6	2.2%
COC(=O)c1ccc(CON2C(=O)c3ccccc3C2=O)cc1	-3	1.7%
CCn1c2ccccc2c2cc(/C=N/O)ccc21	-11	0.4%
CC(=O)c1cccc(NC(=S)NCCc2ccc(F)cc2)c1	.	1.1%
Cc1ccc(CNC(=O)CCCn2c(=O)c3ccccc3n(CC(=O)NCc3ccco3)c2=O)cc1	7	5.1%
O=C(Nc1ccc(F)c(Cl)c1)C1CC(=O)n2c(nc3ccccc32)N1 (stereo unspecified)	-10	-2.0%
Cn1c(SCC(=O)Nc2ccc(Br)cc2F)nnc1-c1ccco1	21	-0.5%
COC(=O)C1[C@H]2C(=O)N(Cc3cccs3)C[C@]23C=C[C@H]1O3 (stereo partly specified)	.	4.5%
Fc1ccccc1CSc1nncn1NCc1cccs1	.	-6.6%

Random excerpt: 4 records from the list
SMILES	Mtb RmlCD inh	M. tuberculosis GlmU
Cc1ccc(NC(=O)c2ccc(NCCN)c([N+](=O)[O-])c2)cc1Cl	-4	-3.0%
Cc1cccc(CN2CCN(C3CCCC3)C(CCO)C2)n1 (stereo unspecified)	-1	-2.2%
COC(=O)c1ccc(CON2C(=O)c3ccccc3C2=O)cc1	-3	1.7%
Cc1ccc(CNC(=O)CCCn2c(=O)c3ccccc3n(CC(=O)NCc3ccco3)c2=O)cc1	7	5.1%

Gathered by group, the entries above containing a furan ring, fused or not.
SMILES	Mtb RmlCD inh	M. tuberculosis GlmU
COC(=O)c1ccc(CSc2ncnc3sc(C)c(C)c23)o1	.	-1.3%
N#C/C(=C\c1ccc(-c2ccc(C(=O)O)cc2)o1)C(=O)NCC1CCCO1 (stereo unspecified)	8	5.2%
Cc1ccc(CNC(=O)CCCn2c(=O)c3ccccc3n(CC(=O)NCc3ccco3)c2=O)cc1	7	5.1%
Cn1c(SCC(=O)Nc2ccc(Br)cc2F)nnc1-c1ccco1	21	-0.5%

Later entries
SMILES	Mtb RmlCD inh	M. tuberculosis GlmU
Nc1ccc(C(=O)N(CCO)CCO)cc1	5	-3.6%
COc1ccc(NC(=O)CCC(=O)OCc2ccc(C(=O)Oc3ccc(Cl)cc3)cc2)cc1	.	-4.5%
O=C(C1c2ccccc2C(=O)N2CCc3ccccc3C12)N1CCN(Cc2ccccc2)CC1 (stereo unspecified)	68	-3.9%
CCOC(=O)C1Cn2c(nc3c(c2=O)C(C)(CC)Cc2ccccc2-3)S1 (stereo unspecified)	1	0.8%
CN(C)N1C(N)=C(C#N)C(c2ccsc2)C2=C1CCCC2=O (stereo unspecified)	-5	-9.0%
Cc1ccc2nc(-c3sc4nc(C)cc(C)c4c3N)[nH]c2c1	.	1.8%
CCc1cc(C(=O)c2ccccc2OC)c(N)s1	-7	-0.7%
COc1ccc(CCNC(=O)CSc2nnc(CNc3ccc(Cl)cc3)o2)cc1OC	23	6.1%
Cn1nc(-c2ccccc2)c(-c2nc(-c3cccc(C(F)(F)F)c3)no2)c1Cl	.	-0.4%
O=C(N/N=C/c1ccco1)c1ccncc1	1	2.2%
COc1ccc(OCC(O)CNC(=O)Nc2ccc(C(C)(C)C)cc2)cc1 (stereo unspecified)	7	0.1%
CCc1ccc(NC(=O)C(C)n2nc(C)c([N+](=O)[O-])c2C)cc1 (stereo unspecified)	13	-1.1%
COc1ccc(-c2nnc3c4ccccc4c(C)nn23)cc1	7	-1.4%
O=C(CCl)Nc1ccccc1Sc1ccccc1	-8	-7.9%
O=C(CSc1nc2c(cnn2-c2ccccc2)c(=O)[nH]1)N1CCCCC1	.	5.6%
CCCCCCCC1CC(CSc2ncn[nH]2)OC1=O (stereo unspecified)	8	3.8%
C=CCn1c(CCNC(=O)c2ccccc2F)nnc1SCC(=O)Nc1ccc(OC)cc1	1	-3.6%
O=C(CNC(=O)c1cccs1)OCC(=O)c1ccccc1Cl	7	4.2%
COc1ccc(C(c2sc3nc(C)nn3c2O)N2CCC(C(N)=O)CC2)cc1OC (stereo unspecified)	.	-6.7%
CCCCn1c(=N)n(CC(=O)c2ccc(Br)s2)c2ccccc21	0	-9.6%
C(=N\N1CCN(c2ccccc2)CC1)/c1ccccc1	-11	-2.5%
Cc1ccc(CC(NC(=O)c2ccccc2)C(=O)NC(C)C(=O)O)cc1 (stereo unspecified)	.	1.4%
CCC(=O)N/N=C/c1ccc(-c2ccc(Cl)cc2)o1	-4	-2.4%
Cc1ccnc(SCC(=O)c2cccs2)n1	5	-6.3%
Cc1ccc(C(=O)CSc2nc3ccc(C(=O)NCCN4CCCCC4)cc3c(=O)[nH]2)cc1	.	-2.8%
SMILES	Mtb RmlCD inh	M. tuberculosis GlmU
Cc1cccc(-n2c(Cc3cc(=O)[nH]c(=O)[nH]3)nnc2SC(C)C)c1	0	6.2%
COc1cccc(C(=O)/C=C2\Sc3ccccc3N2C)c1	19	-4.0%
CC(C)(C)C(=O)Nc1ccc(C(=O)N/N=C/c2ccccc2OC(=O)c2ccc(Cl)cc2Cl)cc1	6	-5.5%
O=C(CN1CCC(NC(=O)c2ccco2)CC1)Nc1cccc2ccccc12	-11	2.3%
CC(=O)N1N=C(c2ccccc2)CC1c1ccccc1[N+](=O)[O-] (stereo unspecified)	-1	-2.2%
COCCNC(=O)c1ccc(CS(=O)(=O)c2ccc(OC)cc2)o1	4	-1.2%
O=C(NC1=NCCS1)c1ccc(N2CCCC2=O)cc1	.	2.4%
O=C1NCN(c2ccccc2)C12CCN(c1nnnn1-c1ccccc1)CC2	-16	1.1%
CCOC(=O)Cn1c(-c2cccnc2Cl)nc2cc(Cl)c(Cl)cc21	-11	-4.2%
Cc1cccc(C)c1NC(=S)Nc1ccc(F)cc1	16	-2.3%
O=C(Nc1nnc(-c2ccncc2)o1)c1ccccc1F	6	-2.8%
O=C(CN1CCCCC1)N1CCCc2ccccc21	.	-1.1%
O=C(NCC1OCCc2ccccc21)c1ccc(NC(=O)c2cccc(Br)c2)cc1 (stereo unspecified)	-2	-1.8%
NC(=O)c1ccc(N2CCCCC2)c(N2C(=O)C3CC=CCC3C2=O)c1 (stereo unspecified)	7	1.7%
CCOC(=O)CNC(=O)CSc1nc(-c2cccc(C)c2)ns1	.	3.0%
CC(C)CC(NS(=O)(=O)c1cc(C(=O)O)ccc1Cl)C(=O)O (stereo unspecified)	-5	-2.9%
CCOc1ccc(N=C2SCCCN2C)cc1	.	-3.4%
COc1ccccc1OCc1ccc(C(=O)Nc2ccccc2F)cc1	14	-4.1%
CC(C)C[C@H](NC(=O)OC(C)(C)C)C(=O)N/N=C/C1=Cc2ccccc2OC1C (stereo partly specified)	.	0.4%
CS(=O)(=O)c1cccc(C(=O)NCc2ccccc2)c1	15	4.4%
COc1ccc(C2=NN(C(=O)CCCC(=O)O)C(c3cccs3)C2)cc1OC (stereo unspecified)	-10	0.7%
Cc1ccc2cccc(OCC(=O)Nc3ccc4c(c3)OCO4)c2n1	5	-3.1%
OC1(c2ccccc2F)CC2CCC(C1)N2CCN1CCOCC1 (stereo unspecified)	-2	-1.4%
Cc1ccc(NC(=S)Nc2cccc3cnccc23)c(C)c1	5	-1.7%
Cc1ccccc1-c1noc(-c2ccccc2C(=O)NCc2ccco2)n1	-2	-1.5%

Continued (five carried over from the part before).
SMILES	Mtb RmlCD inh	M. tuberculosis GlmU
COc1ccc(C2=NN(C(=O)CCCC(=O)O)C(c3cccs3)C2)cc1OC (stereo unspecified)	-10	0.7%
Cc1ccc2cccc(OCC(=O)Nc3ccc4c(c3)OCO4)c2n1	5	-3.1%
OC1(c2ccccc2F)CC2CCC(C1)N2CCN1CCOCC1 (stereo unspecified)	-2	-1.4%
Cc1ccc(NC(=S)Nc2cccc3cnccc23)c(C)c1	5	-1.7%
Cc1ccccc1-c1noc(-c2ccccc2C(=O)NCc2ccco2)n1	-2	-1.5%
Cc1ccc2c(c1)COc1c3ccc(C(=O)N4CCCCC4)cc3nn1-2	.	-0.3%
O=c1[nH]c(CSc2nnc(COc3ccccc3)n2-c2ccccc2)nc2ccccc12	-11	0.5%
O=C(Nc1ccon1)c1ccc(Cl)s1	3	-0.5%
COCCNc1ncnc2c1[nH]c1ccccc12	7	-1.4%
Nc1ccc2c(c1)-c1ccccc1S(=O)(=O)N2	4	19%
Cc1cccc(-n2c(SCc3cc(=O)n4ccsc4n3)nc3ccccc32)c1	-4	6.2%
COc1ccc(C(=O)Nc2cccc(-c3nnc(-c4ccco4)o3)c2)cc1	.	0.9%
Cc1ccsc1C(=O)OCC(=O)NCCCc1ccccc1	7	-0.1%
O=C(Nc1cccnc1)c1c(F)c(F)c(F)c(F)c1F	-4	-1.8%
CC(=O)c1ccc(Oc2cc(C)nc(N3CCOCC3)n2)cc1	.	-6.2%
Cc1ccc(S(=O)(=O)N2CCC(C(=O)N3CCN(Cc4ccccc4)CC3)CC2)cc1	.	-4.3%
Cc1cc(C)nc(Nc2cc([N+](=O)[O-])ccc2C)n1	.	-4.2%
CCN(CC(=O)Nc1cccc(C(C)=O)c1)S(=O)(=O)c1ccc(C)cc1	.	-3.7%
Nc1cc(N)nc(SCC(=O)NNC(=O)Cc2ccccc2)n1	-9	2.7%
O=C(COc1ccccc1F)NC12CC3CC(CC(C3)C1)C2	.	1.4%
O=C(COc1ccc2ccccc2c1)Nc1ccc2c3c(cccc13)CC2	-12	3.4%
CC(C)CCn1c(=O)[nH]c2ccccc21	-6	0.1%
O=C1c2ccccc2-c2onc3ccc(Oc4ccccc4)c1c23	-10	0.3%
CCn1cc(C(=O)O)c(=O)c2cnc(N3CCN(C(=S)NC(=O)c4ccccc4)CC3)nc21	.	2.0%
CN(C)c1ccc(/C=C/C(=O)c2cccc(Br)c2)cc1	.	-2.4%
O=C1SC(c2ccccc2)=N/C1=C/c1ccco1	.	-3.4%
Cc1c(CCC(=O)O)c(=O)oc2c(C)c(OCc3cc4c(cc3Cl)OCO4)ccc12	-5	2.5%
CC(C)OC(=O)CSc1nc(N)c(C#N)c(-c2ccco2)c1C#N	-7	-3.1%
O=C(CN(C1CCCCC1)S(=O)(=O)c1ccc(Cl)cc1)NCc1cccnc1	5	-6.6%
CN(C)CCCN=Cc1c(-c2ccccc2)[nH]n(-c2nc3ccccc3s2)c1=O	-9	6.6%
SMILES	Mtb RmlCD inh	M. tuberculosis GlmU
CSCCC1NC(=O)N(CC(=O)N2N=C(c3ccc(Cl)cc3)CC2c2ccco2)C1=O (stereo unspecified)	2	-4.2%
O=C(CN1CCN(Cc2ccc(Cl)cc2)C1=O)N1CCC2(CC1)OCCO2	1	4.8%
COc1ccc2[nH]c3c(=O)n(CCN4CCOCC4)cnc3c2c1	-2	-3.6%
COc1ccccc1CNC(=O)COC(=O)c1cc(C)oc1C	.	0.7%
CCCNC(=O)c1cc2cc([N+](=O)[O-])ccc2s1	3	6.6%
O=C(Nc1ccc2c(c1)OCO2)N1CCC(CO)(CC2CCCCO2)CC1 (stereo unspecified)	.	0.3%
CC(C)Oc1cccc(-c2nnc(SCC(=O)Nc3ccc4c(c3)OCCO4)n2N)c1	.	-7.4%
COc1ccc(NC(=O)Cn2cccc2)cc1Cl	.	-0.1%
O=[N+]([O-])c1ccccc1Oc1ccccc1Cl	26	2.1%
Cc1cc(/C([O-])=C(/C(=S)Nc2ccccc2)[n+]2ccccc2)c(C)n1-c1ccccc1	-6	-0.1%
CCn1ccnc1CN1CCc2c([nH]c3ccccc23)C1C1CCCCC1 (stereo unspecified)	5	1.8%
Cn1c2c(c(=O)[nH]c1=O)C(c1cccc(O)c1)C1=C(N2)c2ccccc2C1=O (stereo unspecified)	-11	2.3%
COC(=O)C(C(=O)N1CCN(C)CC1)C1CCCCCC1 (stereo unspecified)	.	-1.3%
Cc1cc(N2CCOCC2)nc2ccc(NC(=O)CCC(=O)N3CCC(C)CC3)cc12	-8	2.6%
Cn1c(C(=O)OC(C(=O)NC2CCCCC2)c2ccccn2)cc2sccc21 (stereo unspecified)	-14	2.9%
Cc1nc(CS(=O)(=O)c2ccccn2)sc1C(=O)NNC(=O)c1ccc(Cl)cc1	-3	5.5%
Cc1cc(NC(=O)Cc2ccccc2)no1	.	-2.3%

Screening results from PubChem.

This is a subset, so the mix of outcomes need not match the whole.
